# Source: PubChem BioAssay
# STK33 kinase inh – inhibitors of human STK33 kinase | Q9BYT3 | purified STK33, MBP phosphorylation, ADP-Glo luminescence | inhibition, % at 10 µM | actives 0.073% (n = 320,000) | AID 2661;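 active = inhibition at or above 25%, using the most active replicate where run in duplicate; inactive = inhibition below 25%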
# Kir21 block – inhibitors of mouse Kir2.1 inward-rectifier potassium channel | P35561 | HEK293-Kir2.1, FluxOR thallium flux fluorescence; stronger effect = lower value | B-score at 10 µM | actives 0.85% (n = 310,000) | AID 1672;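 active = fluorescence ratio B-score at or below minus 3 SD of library scores, with starting-brightness B-score within 2 SD, cut at about -4.2 in these data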;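 also: channel flux triggered by added potassium and thallium sulfate stimulus; B-score of peak minus minimum fluorescence over baseline after thallium stimulus; more negative B-score means stronger Kir2.1 block with less thallium influx; some compounds called inactive have numbers as strong as hits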
# KCNQ2 block – KCNQ2 channel blockers in CHO-K1 cells – cell-based, FluxOR thallium flux, B-score, primary screen (AID 2156); O88943; 20 min; stronger effect = lower value; B-score at 10 µM; actives 1.1% (n = 310,000);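 active = fluorescence ratio B-score at most minus 3 library SDs, with starting brightness B-score within 2 library SDs, cut at about -5.5 in these data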
# Target sequence (O88943 whole entry, looked up): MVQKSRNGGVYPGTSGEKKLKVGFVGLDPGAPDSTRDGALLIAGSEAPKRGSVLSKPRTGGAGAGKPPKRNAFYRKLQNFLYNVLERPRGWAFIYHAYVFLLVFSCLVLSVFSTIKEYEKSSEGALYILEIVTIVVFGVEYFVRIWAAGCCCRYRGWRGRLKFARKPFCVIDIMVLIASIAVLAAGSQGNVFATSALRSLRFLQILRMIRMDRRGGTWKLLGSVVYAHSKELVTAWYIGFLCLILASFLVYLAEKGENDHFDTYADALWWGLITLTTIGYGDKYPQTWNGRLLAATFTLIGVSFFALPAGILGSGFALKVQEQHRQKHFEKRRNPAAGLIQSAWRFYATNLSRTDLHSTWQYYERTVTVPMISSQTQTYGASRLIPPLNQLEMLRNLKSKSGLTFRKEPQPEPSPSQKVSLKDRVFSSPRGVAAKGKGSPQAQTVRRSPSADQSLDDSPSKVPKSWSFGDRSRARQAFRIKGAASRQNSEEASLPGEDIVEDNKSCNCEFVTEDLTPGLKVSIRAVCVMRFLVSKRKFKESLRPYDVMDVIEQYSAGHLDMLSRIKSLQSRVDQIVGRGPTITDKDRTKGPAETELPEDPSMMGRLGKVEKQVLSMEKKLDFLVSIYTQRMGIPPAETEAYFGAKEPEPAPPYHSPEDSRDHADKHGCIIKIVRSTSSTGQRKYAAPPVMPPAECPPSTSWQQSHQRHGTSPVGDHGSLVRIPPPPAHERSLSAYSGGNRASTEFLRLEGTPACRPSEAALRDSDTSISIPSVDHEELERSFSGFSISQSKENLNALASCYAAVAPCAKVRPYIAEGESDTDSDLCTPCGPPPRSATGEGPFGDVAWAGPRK
# * marks the source's active call; other numbers are inactive results; i = inactive; . = no result given. The order is random (roughly 1.9% active in at least one column).
# The first 13 compounds as a preview:
SMILES,STK33 kinase inh,Kir21 block,KCNQ2 block
CN(Cc1cccc(F)c1)C(=O)C(c1ccccc1)c1ccccc1,0.4,-0.27,i
COc1ccccc1N=CC1=C(O)CC(c2ccccc2)CC1=O (stereo not given),1.1,1.6,i
COc1cc(C=Nc2c(C)cc(C)cc2C)ccc1OC(C)=O,-1.1,-1.8,i
O=C(Nc1cccnc1)c1ccc(Cl)c(S(=O)(=O)N2CCOCC2)c1,0.3,-0.01,i
CCNS(=O)(=O)c1cc(OC)ccc1OC,0.5,-1.8,i
c1ccc(NNC2=NCCCCC2)cc1,0.5,0.81,i
Cc1ccc(S(=O)(=O)c2nc(-c3ccccc3)oc2NCCN2CCOCC2)cc1,1.6,-0.28,i
O=C(c1ccc(S(=O)(=O)c2ccccc2)cc1)N1CCCCCC1,-0.8,2,i
COc1cccc(CC2(CO)CCCN(Cc3cnn(-c4ccccc4)c3)C2)c1 (stereo not given),0.1,0.83,i
COCCN(C(=O)CN1CCCc2ccccc21)c1c(N)n(Cc2ccccc2)c(=O)[nH]c1=O,0.3,1.6,i
CNC(=S)NNC(=O)c1cccc(N(C)C)c1,-0.9,-0.49,i
Cc1ccc(NC(=O)c2ccc3c(c2)CCN3S(C)(=O)=O)cc1C,-0.5,-0.14,i
CC(=O)Nc1cccc(CP(=O)(c2ccccc2)c2ccccc2)c1,-2.2,1.7,i

# Main list, from the start:
SMILES,STK33 kinase inh,Kir21 block,KCNQ2 block
CN(Cc1cccc(F)c1)C(=O)C(c1ccccc1)c1ccccc1,0.4,-0.27,i
COc1ccccc1N=CC1=C(O)CC(c2ccccc2)CC1=O (stereo not given),1.1,1.6,i
COc1cc(C=Nc2c(C)cc(C)cc2C)ccc1OC(C)=O,-1.1,-1.8,i
O=C(Nc1cccnc1)c1ccc(Cl)c(S(=O)(=O)N2CCOCC2)c1,0.3,-0.01,i
CCNS(=O)(=O)c1cc(OC)ccc1OC,0.5,-1.8,i
c1ccc(NNC2=NCCCCC2)cc1,0.5,0.81,i
Cc1ccc(S(=O)(=O)c2nc(-c3ccccc3)oc2NCCN2CCOCC2)cc1,1.6,-0.28,i
O=C(c1ccc(S(=O)(=O)c2ccccc2)cc1)N1CCCCCC1,-0.8,2,i
COc1cccc(CC2(CO)CCCN(Cc3cnn(-c4ccccc4)c3)C2)c1 (stereo not given),0.1,0.83,i
COCCN(C(=O)CN1CCCc2ccccc21)c1c(N)n(Cc2ccccc2)c(=O)[nH]c1=O,0.3,1.6,i
CNC(=S)NNC(=O)c1cccc(N(C)C)c1,-0.9,-0.49,i
Cc1ccc(NC(=O)c2ccc3c(c2)CCN3S(C)(=O)=O)cc1C,-0.5,-0.14,i
CC(=O)Nc1cccc(CP(=O)(c2ccccc2)c2ccccc2)c1,-2.2,1.7,i
Cc1ccc(OCCNC(=O)c2cccc(C)c2)cc1,-0.9,-2.3,i
CCCCN(C1CCS(=O)(=O)C1)S(=O)(=O)c1cccs1 (stereo not given),2.0,-2.8,i
NS(=O)(=O)c1cccc(NC(=O)Nc2ccc(Cl)cc2)c1,-1.5,1.6,i
Cc1cc(Cl)ccc1NNC(=O)c1snnc1C,-1.9,0.38,i
Cc1occc(=O)c1OCc1ccc(Cl)cc1Cl,-4.9,-1.7,i
COc1ccc(-c2cc(-c3ccccc3)nc(SC(C)C(=O)O)c2C#N)cc1 (stereo not given),-2.2,1.2,i
Cc1cc(C)n(-c2ncc(-c3ccccc3)nn2)n1,0.6,0.9,i
O=S(=O)(c1ccc2nc(Cc3ccccc3)[nH]c2c1)N1CCOCC1,-2.0,0.41,i
CC(=O)c1sc(Nc2ccccn2)nc1C,2.5,-0.43,i
COc1ccc(CNC(=O)CSCc2ccccc2Cl)cc1,-1.2,0.03,i
COc1ccc(C2C(C(=O)O)c3ccccc3C(=O)N2C)cc1Br (stereo not given),-1.5,-1.1,i
COc1ccc(Cl)cc1NC(=S)NC(=O)c1ccc2c(c1)OCO2,-0.2,-0.86,i
COc1ccc(-c2cc3c(=O)n(CC(=O)NCc4cccnc4)nc(C)n3n2)cc1,-0.7,-0.08,i
N#CC1(NC(=O)COC(=O)/C=C/c2ccc3ccccc3n2)CCCCC1,0.0,-2.5,i
CC(C)(C)c1ccc(OCC(=O)Nc2ccc(-c3nc4cccnc4o3)cc2)cc1,-6.0,0.06,i
c1ccc2sc(Nc3nc4cc5c(cc4s3)OCO5)nc2c1,-1.0,-1.4,i
O=C(NC(=S)N1CCc2ccccc21)c1ccccc1Cl,-2.7,-0.57,i
COc1ccc(S(=O)(=O)N2CC(C)N(C(=O)N(C)C)C2C(C)C)cc1 (stereo not given),-1.0,-0.02,i
CCCNC(=S)N1CCN(c2nc(C)nc3sc4c(c23)CCCC4)CC1,-0.7,0.47,i
Cc1ccc(CN2CCN(Cc3ccc4c(c3)OCCO4)CC2CCO)cc1 (stereo not given),-1.1,0.7,i
COc1ccc(-n2c(N)c(C(=O)NCC3CCCO3)sc2=S)cc1 (stereo not given),11,0.04,i
O=C(Nc1cc(C(F)(F)F)ccc1N1CCOCC1)c1ccccc1,-2.0,0.85,i
CN1C(=O)C(O)(CC(=O)/C=C/c2ccco2)c2cc(Br)ccc21 (stereo not given),0.4,0.66,i
CC(/C=C/C1(O)C(C)CC(=O)CC1(C)C)OC1OC(CO)C(O)C(O)C1O (stereo not given),0.3,-0.3,i
O=C1N[C@@H](Cc2cn(S(=O)(=O)c3ccccc3)c3ccccc23)C(=O)N[C@H]1Cc1ccccc1,-1.4,-0.64,i
CN(C)CCCNc1ccc(-c2nn(C)c(=O)c3ccccc23)cc1[N+](=O)[O-],1.4,-0.8,i
CCOc1ccccc1/C=N/NC(=O)c1ccc(Cn2cc([N+](=O)[O-])cn2)o1,-0.2,1.7,i

# Pulled one by one from the entries so far:
SMILES,STK33 kinase inh,Kir21 block,KCNQ2 block
O=C(NC(=S)N1CCc2ccccc21)c1ccccc1Cl,-2.7,-0.57,i
COc1ccc(CNC(=O)CSCc2ccccc2Cl)cc1,-1.2,0.03,i

# Next records follow.
SMILES,STK33 kinase inh,Kir21 block,KCNQ2 block
Cc1cc(C)n(-c2ccc(C(=O)NCc3cccs3)cc2)n1,1.6,-4,i
COc1nc(Nc2cccc(F)c2)nc(OC)n1,0.0,-0.26,i
CCCCOc1ccc(OCCSc2nc3ccccc3n2CC(=O)O)cc1,-0.3,0.08,i
CC1(C)CC(=O)C(N=Nc2cc(C(F)(F)F)ccc2Cl)=C(O)C1,0.6,1.2,i
O=C(CSc1ncccn1)N/N=C/c1cccs1,1.3,2.3,i
O=C(NCCCN1CCOCC1)C(=O)N/N=C/c1cccc2ccccc12,3.3,-0.26,i
CCOc1ccc(NC(=O)CN(C)C(=O)c2cc([N+](=O)[O-])ccc2N2CCOCC2)cc1OCC,-0.4,0.38,i
Cc1ccc(NC(=S)Nc2cccnc2)c(S(=O)(=O)N2CCCCC2)c1,1.6,-0.57,i
COc1ccc(NC(=O)c2ccc3c(c2)CCN3S(=O)(=O)c2ccccc2)cc1,-1.0,-1.3,i
CC(=O)c1cc(NC(=O)c2cccc(C(F)(F)F)c2)c(=O)oc1/C=C/N(C)C,0.5,-1.1,i
Cc1ccccc1OCC(=O)NNC(=S)NC(=O)c1ccco1,0.5,0.02,i
COc1ccc(Oc2cc(Cl)nc(N)n2)cc1,0.3,1.4,i
COc1ccc(C2CC(C(F)(F)F)n3nc(C(=O)N(C)Cc4cn(C)nc4C)c(Cl)c3N2)cc1 (stereo not given),-0.4,-0.52,i
O=C(OCc1nnc(-c2ccccc2)o1)c1ccccc1,-1.1,-0.54,i
COc1ccc(C2CC(=O)Nc3sc(=N)c4c(N)c(C#N)c(N)nc4c32)cc1OC (stereo not given),-0.8,2.4,i
Cc1cc(OCC(=O)N2CCc3ccccc3C2)c(C)cc1Br,-1.1,-0.76,-6.1*
Cc1cnc(C(=O)NC2CCSc3ccccc32)cn1 (stereo not given),-2.1,-1.6,i
CC(OC(=O)Cc1n[nH]c(=O)c2ccccc12)C(=O)Nc1ccc(F)cc1Cl (stereo not given),-2.3,-0.12,i
CCN1c2ccc(S(=O)(=O)N3CCOCC3)cc2N(Cc2ccc(OC)cc2)C1C (stereo not given),-0.5,-1.4,i
COc1cccc(CNC(=O)C2CCN(Cc3cnn(-c4ccccc4)c3-n3cccc3)CC2)c1,1.5,-2,i
Cc1ccc(S(=O)(=O)N2CCC(=O)N(CCOCc3ccc(C(F)(F)F)cc3)CC2)cc1,0.1,0.93,i
Cc1ccc(NC(=O)COC(=O)/C=C/c2ccc(Br)o2)cc1S(=O)(=O)N(C)C,-0.8,0.01,i
COCCN(C(=O)COC(=O)Cc1ccc(Cl)cc1Cl)c1c(N)n(Cc2ccccc2)c(=O)[nH]c1=O,-2.9,0,i
COC(=O)C1=C(C)NC(=O)NC1c1ccc([N+](=O)[O-])o1 (stereo not given),2.8,-0.15,i
CCOc1ccc(-n2c(C)nnc2SCC(=O)N(CC)CC)cc1,-1.2,0.28,i
COc1ccc(-c2nnc(SCc3ccc(C(=O)O)cc3)n2N)cc1,-1.5,0.01,i
CCOc1ccc(OCCn2c(S(=O)(=O)O)nc3c(N)ncnc32)cc1,-0.4,0.27,i
CCOC(=O)CCCNC(=O)CCNC(=O)c1ccc(OCC(C)C)cc1,-1.2,0.3,i
CCCCCCCCNC(=O)CCNC(=O)c1ccc(C(C)(C)C)cc1,-1.0,0.94,i
COc1ccc(N2C(=O)C(CC(=O)Nc3ccccc3)N(CCc3ccc(OC)c(OC)c3)C2=O)cc1 (stereo not given),-0.6,1.4,i
Cn1cccc1CC(=O)N/N=C/c1cc([N+](=O)[O-])ccc1Cl,1.1,-1.3,i
CCOC(=O)c1sc(NC(=O)CSc2nnc(-c3ccco3)o2)c(C(=O)OCC)c1C,-1.1,-0.66,i
O=C(O)c1ccc(CNCc2ccccc2F)cc1,-1.4,-0.03,i
CCOCCCNC(=O)c1ccccc1Br,-0.4,-1.1,i
CCN(CC)S(=O)(=O)c1ccc(OC)c(NC(=O)CSc2ccccc2)c1,-0.2,0.88,i
Cc1ccc(Cl)cc1NC(=O)C1CCCN(S(C)(=O)=O)C1 (stereo not given),-1.1,-1.2,i
Cc1onc(-c2ccccc2)c1NC(=O)Nc1c(-c2ccccc2)noc1C,0.8,-0.27,i
O=C(COc1ccc(Cl)cc1Cl)NC(=O)N1CCOCC1,-0.3,1.8,i
O=C(NCc1ccc2c(c1)OCO2)C1CCCN1C(=O)Nc1ccccc1 (stereo not given),-2.1,-0.77,i
CC(=O)Oc1ccc2oc3c(c2c1)C(=O)CCC3,-0.6,0.31,i
c1ccc(-c2nnc3n2-c2ccccc2SC3)cc1,-8.6,0.05,i
CC(=O)c1ccc(NC(=O)Cn2c(=O)oc3ccccc32)cc1,0.6,0.06,i
Fc1ccc(Br)cc1/C=N/N1CCN(c2ccccc2)CC1,-0.3,-0.04,i
Cc1c(N/C(=N/S(=O)(=O)c2ccccc2)c2ccc(Cl)cc2)c(=O)n(-c2ccccc2)n1C,.,-1.1,i
O=Cc1ccc(Oc2ccc(F)cc2)nc1,-0.9,-1.5,i
Cc1ccc(CNC(=O)Cn2c([N+](=O)[O-])cnc2C)cc1,-2.4,0.92,i
CC(NC(=O)C(c1ccccc1)c1ccccc1)c1ccc(S(N)(=O)=O)cc1 (stereo not given),-1.1,0.19,i
O=C(CN1C(=O)CSC1=O)N1CCCCC1,-0.8,0.55,i
CS(=O)(=O)N1CCN(c2ccc(NC(=O)c3ccccc3)cc2)CC1,0.1,1.1,i
COc1cc(/C=N/NC(=O)CCC(=O)Nc2ccc(Br)cc2)ccc1O,-0.5,0.12,i
CC(=O)Nc1ccccc1N(CC(O)Cn1c2ccccc2c2ccccc21)S(=O)(=O)c1ccc(C)cc1 (stereo not given),0.8,0.49,i
O=C(Nc1cccc2ncccc12)C12CC3CC(CC(C3)C1)C2,0.2,1.4,i
Cc1nc2cc(NC(=O)c3ccco3)ccc2n1C,0.5,-0.67,i
Cc1cc(NC(=O)C(=O)c2cn(C)c3ccccc23)no1,-2.7,-0.01,i
COc1cc(-c2nnc(SCC(=O)/C(C#N)=C(\C)N)o2)cc(OC)c1OC,-0.1,0.06,i
O=S(=O)(c1ccc2c(c1)OCCO2)N1CCC(c2nc3ccccc3[nH]2)CC1,0.0,-1.7,i
CCNC(=O)C12CCC(C)(c3nc4cc(C)c(C)cc4nc31)C2(C)C (stereo not given),0.6,-1.4,i
CCOc1nc(-c2ccccc2)ccc1-c1noc(-c2cccs2)n1,-1.6,0.01,i
CCN(C1CCCCC1)S(=O)(=O)c1cc(C)ccc1OC,-0.6,-2.2,i
C/C(N)=C(/C#N)C(=O)COC(=O)c1ccccc1C(=O)c1ccc(C)cc1,0.3,-5.1*,i

# Other structures.
SMILES,STK33 kinase inh,Kir21 block,KCNQ2 block
Cc1cccc(C)c1Nc1ncnc2ccccc12,-0.9,1.1,i
C=C(C)Cn1c(SCC(=O)O)nnc1-c1ccc(OC)cc1,-0.1,1.4,i
N#C/C(=C/c1ccc(Sc2nc3ccccc3[nH]2)o1)c1ccccc1F,-0.2,-2.1,i
N#CC1=C(N)Oc2cc3ccccc3cc2C1c1cccnc1 (stereo not given),-0.8,0.1,i
Cc1nc2sc(C(c3cccs3)N3CCN(C(=O)c4ccco4)CC3)c(O)n2n1 (stereo not given),-0.8,1.1,i
CC(C)Oc1cccc(C(=O)NC(=S)Nc2ccccc2)c1,0.9,0.75,i
COc1ccc2c(C(F)(F)F)cc(=O)oc2c1C,-0.1,0.01,i
COC(=O)CSc1nc(C2CC2)nc2ccccc12,0.1,-0.46,i
O=C(c1ccc2c(c1)C(=O)N(Cc1ccco1)C2O)N1CCOCC1 (stereo not given),0.4,1.1,i
